Mtb RmlCD inh: M. tuberculosis RmlC/RmlD inhibition; P9WH09+P9WH11; RmlC+RmlD coupled enzyme assay, percent inhibition; primary screen in compound mixtures; inhibition, % at 3.6 µM; 0.03% of 160,000 active; AID 1533; in the data active = inhibition mostly above about 34%, no sharp cut-off; inconclusive = no clear call, values can overlap the other calls; inactive = mostly below about 22%; also: some results filed as inactive read as strong as hits
Target sequence (P9WH09 whole entry, looked up): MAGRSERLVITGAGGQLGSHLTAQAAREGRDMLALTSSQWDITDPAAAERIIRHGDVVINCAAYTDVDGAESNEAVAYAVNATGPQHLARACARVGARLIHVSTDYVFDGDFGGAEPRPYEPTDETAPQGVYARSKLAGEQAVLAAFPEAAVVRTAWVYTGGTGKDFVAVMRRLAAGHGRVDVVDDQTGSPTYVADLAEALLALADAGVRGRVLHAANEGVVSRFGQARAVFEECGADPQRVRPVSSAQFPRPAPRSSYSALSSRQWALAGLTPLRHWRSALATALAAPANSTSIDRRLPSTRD
Target sequence (P9WH11 whole entry, looked up): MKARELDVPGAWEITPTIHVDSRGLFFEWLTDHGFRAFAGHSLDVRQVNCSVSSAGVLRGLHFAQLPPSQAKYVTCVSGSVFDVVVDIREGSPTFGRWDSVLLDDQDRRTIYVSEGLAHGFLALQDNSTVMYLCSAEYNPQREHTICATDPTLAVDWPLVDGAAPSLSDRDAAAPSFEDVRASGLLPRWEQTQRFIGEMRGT
GlmU inhibition: inhibition of mycobacterial GlmU enzyme – biochemical, glucosamine-1-phosphate acetyltransferase (AID 1376) | M. tuberculosis GlmU acetyltransferase enzyme assay; higher % means a stronger effect | inhibition, %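 (tested at 30 µM in the primary screen)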, or IC50 in µM where a hit was titrated | 0.25% of 220,000 active; in the data active = inhibition above about 13%; inconclusive = no clear call, values can overlap the other calls;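 also: 0% = complete reaction with vehicle and 100% = reaction without substrate; strong numbers were not always called active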
Starred values were filed as active, the others as inactive; u = inconclusive; x = not tested or not shown. Not all compounds are listed, so the mix of outcomes need not match the whole.

SMILES	Mtb RmlCD inh	GlmU inhibition
O=C(CSc1nccn1-c1ccccc1)NCc1ccc(F)cc1	-9	0.1%
CCCCN(CCCC)CCCNC(=O)C1CC(c2cc(C(F)(F)F)cc(C(F)(F)F)c2)=NO1 (stereo unspecified)	x	-0.4%
CSc1ccccc1C(=O)Nc1ccc2c(c1)OCCO2	-6	-5.0%
CN1CCN(/N=C2/C(=O)Nc3ccc([N+](=O)[O-])cc32)CC1	8	-3.1%
Cn1nc(CC(=O)Nc2ncc(Br)s2)c2ccccc2c1=O	x	-1.6%
COc1ccc(S(=O)(=O)Nc2cccnc2)c(Cl)c1Cl	u	-0.8%
CN(/N=C/c1ccc(Cl)cc1)c1ncc(Cl)cc1C(F)(F)F	-11	-0.1%
Cc1ccccc1NC(=O)CNc1ccccc1N1CCCCC1	24	-0.3%
O=C(NCc1ccc(F)cc1)C(c1cccs1)N(C(=O)c1csnn1)C1CC1 (stereo unspecified)	5	4.9%
O[C@@H]1CCCC[C@H]1N1CCC(c2ccccc2)CC1	-8	6.0%
CCOC(=O)CNc1nc(C(C)(C)C)nc2c1nnn2Cc1ccccc1Cl	-4	3.9%
O=C(Nc1ccccc1C(=O)N1CCCCC1)NC1CCCCC1	-7	1.1%
COc1cccc(OC)c1C(=O)NC(=S)Nc1ccc2c(c1)OCCO2	-4	4.0%
COc1cccc(CC(NC(C)=O)C(=O)NC2CCN(c3nnnn3-c3ccccc3)CC2)c1OC (stereo unspecified)	-15	1.6%
CCOC(=O)CSc1nnc(CNC(=O)c2ccco2)n1-c1ccc(F)cc1	x	1.4%
Cc1csc(NC(=O)c2ccc(S(C)(=O)=O)cc2)n1	1	4.7%
O=C(Nc1cc(SCCO)cc([N+](=O)[O-])c1)c1ccc(Br)o1	-2	-1.9%
COc1ccc(C)cc1NC(=O)CSc1nnc(CC(=O)Nc2ccccc2F)n1C	5	1.3%
CCCn1c(=O)n(C)c(=O)c2c(SCC(=O)NCc3ccco3)nc(C3CC3)nc21	x	3.5%
CCCCc1c(O)nc2ccccn2c1=O	12	4.8%
COc1cc2c(cc1OC)C1(CCCC1)CNC2C (stereo unspecified)	x	-0.3%
Cc1nnc(NC(=O)c2ccc3ccccc3n2)s1	x	1.5%
Cc1cccc(C)c1NC(=O)COC(=O)c1ccccc1Nc1ccccc1	-7	-5.1%
CCCCCOC(=O)Cn1c(SCC(=O)Nc2ccccc2)nc2c1c(=O)[nH]c(=O)n2C	x	-1.8%
O=C(COC(=O)C1CC(=O)N(c2ccc3c(c2)OCCO3)C1)Nc1ccc2c(c1)CCC2 (stereo unspecified)	x	0.4%
O=C(Cc1ccccc1)NCC(=O)N/N=C/c1ccc(Cl)cc1	-11	4.7%
COc1ccc(C(=O)NCC(=O)OCC(=O)Nc2cc([N+](=O)[O-])ccc2F)cc1	4	-4.6%
CCOCCCNCC(=O)Nc1ccccc1N1CCOCC1	0	-4.7%
CN1CCN(c2ccccc2NC(=O)c2ccc(F)cc2)CC1	x	3.5%
O=C(C1CCCO1)N1CCN(C(=S)Nc2cccc(Cl)c2)CC1 (stereo unspecified)	-8	3.3%
COc1ccc(C(=O)CSc2nnn(-c3cccc(NC(C)=O)c3)n2)cc1	8	4.6%
COc1ccc(OC)c(S(=O)(=O)NCC(=O)O)c1	x	2.4%
Cc1cc(=O)n2c(C)n[nH]c2n1	x	2.4%
Cc1ccccc1Nc1nnc(SCC(=O)NCc2cccs2)s1	x	2.0%
CCn1c(SCC(=O)Nc2nccc(C)n2)nc2ccccc21	7	-2.2%
COc1cc(/C=N/NC(=S)NCc2ccccc2)ccc1OCC#N	-6	5.7%
Cc1nc(Nc2ccccc2)sc1-c1ccccc1	3	-4.6%
CCCCN(C)c1c(N2CCC(C(=O)OCC)CC2)c(=O)c1=O	-2	4.6%
COC1(OC)C(/C=C/c2ccc(C)cc2)C(C#N)(C#N)C1(OC)OC (stereo unspecified)	x	-0.8%
O=C1/C(=C\c2cccs2)N=C(c2cccs2)N1Nc1ccccc1	x	3.7%
O=C(CSc1nnc(NC2CCCCC2)s1)NC1CCS(=O)(=O)C1 (stereo unspecified)	-11	7.5%
COc1ccc(NC(=O)CC2C(=O)N(c3ccccc3)C(=O)N2CCc2cccs2)cc1 (stereo unspecified)	-12	0.2%
CC1=C(CC(=O)c2ccc(Cl)cc2)C(=O)c2ccccc2C1=O	-12	-2.2%
OCCC1CN(C/C(Cl)=C/c2ccccc2)CCN1C1CCCC1 (stereo unspecified)	x	0.5%
Cc1cc(C2C(=O)CC(=O)CC2c2ccccc2)on1 (stereo unspecified)	-9	-6.3%
FC(F)(F)c1cnc(/C=C/Nc2ccccc2Cl)c(Cl)c1	-6	2.5%
CC(=NCCC(c1ccccc1)c1ccccc1)c1c(O)n(C)c(=O)n(C)c1=O	7	0.3%
Cc1ccc(NC(=S)N(CCN2CCCCC2)Cc2ccco2)cc1Cl	9	4.4%
Clc1ccccc1C1=CC(c2ccco2)n2ncnc2N1 (stereo unspecified)	6	7.8%
CC(=O)OCC(=O)Nc1ccc(Cl)cc1Cl	x	-6.2%
Cc1cc(N2CCN(C3CCCC3)CC2)n2c(nc3ccccc32)c1C#N	2	8.7%
O=C(O)c1ccc(NC(=O)c2cccc(N3C(=O)C4C5CCC(C5)C4C3=O)c2)cc1 (stereo unspecified)	-11	2.8%
O=C(O)/C(=C\c1cccs1)Sc1nnc(-c2ccc(F)cc2)o1	-11	-1.8%
CC(=O)Nc1cccc(-c2csc(NCc3ccco3)n2)c1	-6	-5.2%
Cc1nnc(NC(=O)Cn2nc(C)c3ccccc3c2=O)s1	8	4.6%
CC(C)c1ccc(NC(=S)Nc2ccc(OC(F)(F)F)cc2)cc1	x	-0.1%
CCN(CC)S(=O)(=O)c1ccc(N(C)Cc2ccc(C(F)(F)F)cc2)nc1	x	-4.2%
Cc1ccc(N(C(=O)c2cnccn2)C(C(=O)NC2CCCCC2)c2ccc(O)cc2)cc1 (stereo unspecified)	9	-2.3%
Cc1nnc2n1NC(c1ccc(Cl)cc1)C(C(=O)N(C)C1CCCCC1)S2 (stereo unspecified)	-16	3.7%
COC(=O)c1c(NC(=O)Cc2cccs2)sc(C(=O)N2CCCCC2)c1C	82	3.3%
(cont.)
SMILES	Mtb RmlCD inh	GlmU inhibition
CN(C)C(=O)N1CCCC(C(=O)NCc2ccccc2Cl)C1 (stereo unspecified)	-2	-2.9%
c1ccc2c(c1)nc1n2CN(Cc2ccc3c(c2)OCO3)CN1	12	-1.2%
CC(C)CCNC(=O)CN(CC1CCCO1)C(=O)CCC(=O)Nc1ccccn1 (stereo unspecified)	19	3.9%
CCOc1ccccc1OCC(=O)N/N=C(\C)Cc1ccc(OC)cc1	-11	-4.1%
CCc1c(C)nc(Nc2nc(C)c3cc(OC)ccc3n2)[nH]c1=O	x	-4.0%
NC(=O)C1CCN(CC(=O)N2c3ccccc3CCc3ccccc32)CC1	x	-1.2%
CCOC(=O)c1c(C=O)c(C)n(Cc2ccc(Cl)cc2)c1C	x	-5.7%
CCOC(=O)c1nc(NNC(C)=O)sc1C	x	-2.6%
Cc1nc(-c2c(C(F)(F)F)noc2-c2ccc(O)cc2O)cs1	9	-0.7%
O=C(NNC(=O)c1ccccc1Br)c1ccccc1Cl	-7	-2.8%
O=C(CNC(=O)c1ccncc1)N/N=C/c1cccc([N+](=O)[O-])c1	12	-8.8%
Cn1cccc1CNCc1ccccc1Cl	x	2.9%
CCC(c1nnnn1Cc1ccc2c(c1)OCO2)N1CCN(c2ccc(F)cc2)CC1 (stereo unspecified)	6	x
O=C(Nc1ccc(-c2ccc([N+](=O)[O-])cc2)cc1)c1ccccc1F	-15	-1.0%
CCOc1cc(/C=N/NC(=O)COc2cccc(C)c2)ccc1OC(=O)c1cccs1	-5	x
Cc1n[nH]c(C)c1S(=O)(=O)N1CCCC(C(=O)Nc2nccs2)C1 (stereo unspecified)	x	-0.8%
COc1ccccc1C(=O)NCC1(c2ccccc2)CCCC1	29	0.1%
O=C(Nc1cnn(Cc2ccc(Cl)c(Cl)c2)c1)C12CC3CC(CC(C3)C1)C2	2	-4.5%
COc1cc(OC)c2ccc(=O)oc2c1C(CC(=O)N1CCCC1)c1ccc2c(c1)OCO2 (stereo unspecified)	x	1.6%
Cc1cc(=O)[nH]c(SCC(=O)NN(c2ccccc2)c2ccccc2)n1	x	-2.9%
CN(C(=O)COC(=O)c1ccc(-c2ccc(O)cc2)cc1)C1CCS(=O)(=O)C1 (stereo unspecified)	0	-2.5%
CC(=O)Nc1cccc(NC(=O)C2CCCN2C(=O)Nc2ccc(C)cc2)c1 (stereo unspecified)	x	2.7%
CCOC(=O)c1ccc(NC(=O)c2nc[nH]c2C(=O)N2CCC(C)CC2)cc1	-11	5.2%
Cc1nnc(NC(=O)CSc2nnc(Cc3cccn3C)n2C)s1	x	6.0%
O=C(c1ccc2c3n(nc2c1)-c1ccccc1CO3)N1CCCCC1	x	-1.7%
CCS(=O)(=O)N1N=C(c2ccccc2)CC1c1ccc2nccnc2c1 (stereo unspecified)	3	-3.3%
O=C(CSc1nnc(-c2ccncc2)n1-c1ccc(Cl)cc1)N1CCOCC1	x	-8.5%
COc1ccc(C(=O)NNC(=S)NC(=O)c2ccc(Br)o2)cc1OC	-8	-2.8%
O=C(Nc1cccc([N+](=O)[O-])c1)C(=O)N1CCCCC1	9	0.4%
O=C(CSCc1ccccc1)Nc1ccc(S(=O)(=O)N2CCOCC2)cc1	-1	1.9%
C=CCOc1cccc(C2C(C(=O)c3ccco3)=C(O)C(=O)N2CCN(CC)CC)c1 (stereo unspecified)	x	-3.9%
CCN(CC)S(=O)(=O)c1cccc(C(=O)N[C@H](C(=O)Nc2nc3ccccc3s2)C(C)C)c1	1	-9.2%
O=C(NNC1=NCCC1)c1ccc(Br)cc1	x	-1.9%
O=C(NCc1cn(-c2ccccc2)nc1-c1ccc(F)cc1)c1cccc([N+](=O)[O-])c1	-12	0.0%
C/C(CC(C)C)=N\NC(=O)Nc1ccccc1	10	-5.6%
Cc1c(NC(=O)c2ccc(Br)o2)c(=O)n(-c2ccccc2)n1C	5	0.8%
Cc1ccccc1C1CC(c2ccccc2OC(F)F)Nc2ncnn21 (stereo unspecified)	-7	-2.5%
CC(C)(C)c1ccc(-c2nnc(NC(=O)c3ccccc3)s2)cc1	-10	1.7%
O=C1NC2(NN1c1ccccc1)C1CC3CC(C1)CC2C3 (stereo unspecified)	x	2.9%
O=C(Nc1ccccc1C(=O)N1CCCC1)c1cccc(S(=O)(=O)N2CCCCCC2)c1	-5	1.5%
O=C(Cc1ccccc1)Nc1ccc(SC(F)F)cc1	u	-3.3%
CC(C)N1CC(C(=O)Nc2ccc(Br)c(Cl)c2)CC1=O (stereo unspecified)	x	-1.3%
Cc1c(-c2cccc(Cl)c2)nc2ccccc2c1C(=O)OCC(=O)N(C)C1CCS(=O)(=O)C1 (stereo unspecified)	6	1.5%
COC(=O)c1cc(C#N)c(=O)[nH]c1C	-9	-5.8%
CCOC(=O)C(NC(=O)C(Cc1ccc(N(CCCl)CCCl)cc1)NC(C)=O)C(C)C (stereo unspecified)	-4	0.8%
COC(=O)c1[nH]c2cc(C)ccc2c1NC(=O)CN1CCN(C(=O)c2ccco2)CC1	x	2.4%
CCOc1ccc(Cl)cc1/C=N/NC(N)=O	10	-0.4%
CC(C)N1CCC(NC(=O)Nc2ccc3c(c2)OCO3)CC1	7	5.5%
COC(=O)N1CCN(c2ccc(Cl)c(Cl)c2)CC1	-3	-6.7%
N#CCCN(Cc1cccs1)C(=O)Nc1ccc(F)cc1	-2	0.2%
Cc1nc2ccccc2c2oc(C(=O)NCc3ccccn3)cc12	9	3.9%
C=C(C)CC1N(c2cccc(OC)c2)C(=O)[C@@H]2C(C(=O)O)[C@H]3C=C[C@@]12O3 (stereo partly specified)	9	1.6%
O=C(NCc1ccco1)/C(=C\c1ccco1)NC(=O)c1ccc(Br)o1	-9	-0.1%
CN(C)c1ccc(N2CN=C3SCC(=O)N3C2)cc1	x	4.5%

Some of the entries above in a different format.
mol | Mtb RmlCD inh | GlmU inhibition
N#CCCN(Cc1cccs1)C(=O)Nc1ccc(F)cc1 | -2 | 0.2%
C=C(C)CC1N(c2cccc(OC)c2)C(=O)[C@@H]2C(C(=O)O)[C@H]3C=C[C@@]12O3 (stereo partly specified) | 9 | 1.6%
COC(=O)c1[nH]c2cc(C)ccc2c1NC(=O)CN1CCN(C(=O)c2ccco2)CC1 | x | 2.4%
Cc1nc2ccccc2c2oc(C(=O)NCc3ccccn3)cc12 | 9 | 3.9%

As a working copy, part of the list above:
SMILES	Mtb RmlCD inh	GlmU inhibition
COC(=O)N1CCN(c2ccc(Cl)c(Cl)c2)CC1	-3	-6.7%
N#CCCN(Cc1cccs1)C(=O)Nc1ccc(F)cc1	-2	0.2%
Cc1nc2ccccc2c2oc(C(=O)NCc3ccccn3)cc12	9	3.9%
C=C(C)CC1N(c2cccc(OC)c2)C(=O)[C@@H]2C(C(=O)O)[C@H]3C=C[C@@]12O3 (stereo partly specified)	9	1.6%
O=C(NCc1ccco1)/C(=C\c1ccco1)NC(=O)c1ccc(Br)o1	-9	-0.1%
CN(C)c1ccc(N2CN=C3SCC(=O)N3C2)cc1	x	4.5%

Compound activity: PubChem, several laboratories
